Prostate diff: activators of LNCaP prostate cell differentiation, primary screen, flow cytometry side scatter; side scatter shift, % at 10 µM; 4 d; 24,000 tested, 0.56% active;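 active = side scatter shift above 30%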;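 note: androgen-responsive LNCaP prostate cancer cells in charcoal-stripped serum medium; percent of cells past a gate set so DMSO wells show 10% shift; higher shift means more granular cells and more differentiation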
VLA-4 antagonist: inhibitors of LDV-FITC binding to Mn2+-activated VLA-4, primary screen, Jurkat cells; Integrin alpha-4 (Homo sapiens), P13612; LDV-FITC binding with Mn2+, flow cytometry; 100% = Mn2+-driven binding gain fully reversed; inhibition, % at 10 µM (by protocol); 24,000 tested, 0.2% active; AID 529, 2006;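 active = inhibition above 50%; inconclusive = compound itself fluorescent, judged against control cell fluorescence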;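 note: 0% = Mn2+ stimulated cells lacking compound and 100% = ligand binding without Mn2+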
Target sequence (P13612 whole entry, looked up): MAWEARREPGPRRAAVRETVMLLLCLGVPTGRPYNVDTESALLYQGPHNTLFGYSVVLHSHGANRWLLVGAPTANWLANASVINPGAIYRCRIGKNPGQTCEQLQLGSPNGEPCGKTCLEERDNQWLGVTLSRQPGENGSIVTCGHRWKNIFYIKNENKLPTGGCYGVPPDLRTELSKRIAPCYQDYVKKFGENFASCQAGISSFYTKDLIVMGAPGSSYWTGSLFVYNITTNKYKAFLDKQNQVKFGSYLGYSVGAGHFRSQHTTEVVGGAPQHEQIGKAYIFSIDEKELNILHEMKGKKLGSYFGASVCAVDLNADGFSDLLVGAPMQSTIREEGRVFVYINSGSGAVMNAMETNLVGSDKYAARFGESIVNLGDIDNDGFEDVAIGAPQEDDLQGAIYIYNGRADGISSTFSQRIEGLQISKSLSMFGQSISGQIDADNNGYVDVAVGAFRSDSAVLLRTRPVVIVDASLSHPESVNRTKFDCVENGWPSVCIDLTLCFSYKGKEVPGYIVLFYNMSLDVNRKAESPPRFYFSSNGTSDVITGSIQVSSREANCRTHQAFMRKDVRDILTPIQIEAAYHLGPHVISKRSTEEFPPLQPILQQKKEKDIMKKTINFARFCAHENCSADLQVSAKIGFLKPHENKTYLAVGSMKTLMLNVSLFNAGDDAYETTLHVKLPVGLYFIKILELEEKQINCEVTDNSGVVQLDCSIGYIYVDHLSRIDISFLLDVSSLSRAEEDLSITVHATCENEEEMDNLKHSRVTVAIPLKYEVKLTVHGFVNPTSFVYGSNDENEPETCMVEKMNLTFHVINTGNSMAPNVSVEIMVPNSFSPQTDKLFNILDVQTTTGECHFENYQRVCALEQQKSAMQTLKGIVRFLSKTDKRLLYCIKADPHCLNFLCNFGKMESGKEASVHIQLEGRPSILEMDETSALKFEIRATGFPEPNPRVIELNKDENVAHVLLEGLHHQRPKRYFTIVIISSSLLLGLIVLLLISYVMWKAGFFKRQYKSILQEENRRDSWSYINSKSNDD
Autofluor Jurkat: compound autofluorescence on Jurkat cells, primary screen, artefact control for VLA-4 allosteric ligand project, cell-based, flow cytometry; active compounds read high; 1 = vehicle-only cell background; fluorescence ratio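 (tested at 10 µM compound in the well)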; 24,000 tested, 0.61% active; AID 576, 2007;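 active = fluorescence ratio above 2.44, which is 1 plus 3 SD of all ratios; inconclusive = signal too bright to measure linearly, ratio around 10 or more; inactive = fluorescence ratio below 2.44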;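 note: green fluorescence of cells measured with 488 nm excitation and 530 nm emission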
VLA-4 allo ag: enhancers of LDV-FITC binding to VLA-4 integrin, primary screen, Jurkat cells, flow cytometry | Integrin alpha-4 (Homo sapiens), P13612 | activation, % at 10 µM (by protocol) | 24,000 tested, under 10 active;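 active = fluorescent ligand binding to cells raised by more than 40% of the manganese-induced maximum; inconclusive = compound's own fluorescence above 85% of the ligand control signal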;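 note: 0% = ligand binding without compound and 100% = manganese-stimulated maximal binding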
Active calls of the source: *; u = inconclusive; x = no result given. A portion of the library. The share of hits here may be higher or lower than overall.

SMILES	Prostate diff	VLA-4 antagonist	Autofluor Jurkat	VLA-4 allo ag
O=C(NCC1COc2ccccc2O1)c1ccc(NC(=O)c2ccco2)cc1 (stereo not drawn)	5	-17	1.1	-5
O=C(C1CCCO1)N1CCN(C(c2ccccc2)c2ccccc2)CC1 (stereo not drawn)	2	-18	0.89	2
COc1ccc(CCNC(=O)CSc2nnc(CNc3ccc(Cl)cc3)o2)cc1OC	14	0	1	6
COCCNC(=O)c1ccc(CS(=O)(=O)c2ccc(OC)cc2)o1	8	-11	0.88	-3
CN1C(=O)OC2(C)CCc3ccccc3C12C (stereo not drawn)	4	3	1	5
CCOC(=O)c1csc(Nc2nc3ccc(F)cc3s2)n1	15	u	1.8	u
Clc1ccccc1CN1CCc2sccc2C1	6	-1	1.1	-8
COc1cc(C)c(-c2cc(C(=O)O)c(C)o2)cc1C(C)C	11	-15	1.1	4
COc1cc(NC(=O)c2noc3c2CCC3)c(OC)cc1Cl	14	-8	1	0
Cc1nc2cc(-c3cccc(F)c3)nn2c(C)c1CCC(=O)NC(C)CCc1ccco1 (stereo not drawn)	3	21	1.1	-10
Cc1cccc(-n2c(SCc3cc(=O)n4ccsc4n3)nc3ccccc32)c1	8	u	1.8	u
Clc1cccc2sc(N3CCN(c4ccccc4)CC3)nc12	9	20	1	-4
Cc1ccc(S(=O)(=O)N2CCC(C(=O)N3CCN(Cc4ccccc4)CC3)CC2)cc1	11	-4	1.1	-3
O=C(Cc1coc(-c2ccc(F)cc2)n1)NC1CCCCC1	14	1	1.1	-6
COc1cccc(NC(=O)CSc2nnc(-c3cccs3)n2C)c1	9	-10	1	4
COC(=O)c1cc(NC(=O)C2COc3ccccc3O2)cc(C(=O)OC)c1 (stereo not drawn)	12	-7	0.98	-2
CCC(=O)Oc1ccc(C(CC)C(CC)c2ccc(OC(=O)CC)cc2)cc1 (stereo not drawn)	1	-3	0.99	-2
Cc1cccc(N2CCN(C(=O)C3CCCN(S(=O)(=O)c4cnc[nH]4)C3)CC2C)c1 (stereo not drawn)	8	-8	0.94	0
COc1ccc(C2=NOC(C(=O)NC3CCCCC3)C2)cc1OC (stereo not drawn)	8	8	1	0
Cc1ccc(CNC(=O)CCCn2c(=O)c3ccccc3n(CC(=O)NCc3ccco3)c2=O)cc1	10	-20	1.1	0
Cn1c(N2CCC(C(N)=O)CC2)nc2c1c(=O)n(Cc1ccc(Br)cc1)c(=O)n2C	10	-12	1.1	4
CCNc1nc(N2CCOCC2)nc(N(c2ccccc2)c2ccccc2)n1	4	-5	1	-2
O=C1Nc2ccccc2SC(c2ccccc2)C1O (stereo not drawn)	11	u	1.4	u
O=C(CN1C(=O)C2C3C=CC(C3)C2C1=O)N1CC(=O)N(CCc2ccccc2)C(=O)C1 (stereo not drawn)	9	2	0.97	3
Cc1ccc(Cn2ccc(NC(=O)c3cc(-c4cccc(Cl)c4)on3)n2)cc1	13	21	1.1	-8
Following part
SMILES	Prostate diff	VLA-4 antagonist	Autofluor Jurkat	VLA-4 allo ag
CCOC(=O)CNC(=O)CSc1nnc(Cn2c(=O)sc3ccccc32)n1C	12	-5	1	1
C=Cn1nc(C)c2ccccc2c1=O	7	-17	1.1	3
CCc1c(C(=O)Nc2ncn(Cc3cccc(C)c3)n2)csc1C	8	0	1	-4
Nc1nc2n(n1)C(c1ccc(Cl)cc1)CC(c1ccc(F)cc1)N2 (stereo not drawn)	7	-4	1.1	0
COc1ccc(S(=O)(=O)Cc2ccc(C(=O)NCc3cccnc3)o2)cc1	2	-4	0.98	4
O=C(CSc1ncccn1)c1ccccc1Br	11	-17	1.1	0
COc1ccc(S(=O)(=O)N2CCCN(CC(=O)Nc3ccc(OC)c(Cl)c3)CC2)cc1	4	u	1.1	u
CCC(=O)Nc1nonc1-c1nc2ccccc2n1CC(C)C	1	u	1.1	u
O=C(O)CC1C(=O)OCN1C(=O)OCc1ccccc1 (stereo not drawn)	9	-7	1	7
c1ccc(CC2CCN(Cc3nc(-c4ccccc4)no3)CC2)cc1	5	-20	1	-6
CCCn1cc(SCC(=O)NCc2ccco2)c2ccccc21	12	-5	0.94	6
CC1(C)Cc2cccc(OCC(O)CN3CCN(c4ccccn4)CC3)c2O1 (stereo not drawn)	4	-6	1.1	-1
CCC(C)Nc1nc(OCC(F)(F)F)nc(OCC(F)(F)F)n1 (stereo not drawn)	2	14	1.1	0
COc1ccc(-c2cc(C(=O)Nc3ccc(C)cc3)no2)cc1	8	-3	1	0
Cc1cccc2[nH]c3c(N4CCC5(CC4)OCCO5)ncnc3c12	x	u	1.2	u
O=C(C1CCN(S(=O)(=O)c2cccc3cccnc23)CC1)N1CCN(C2CCCC2)CC1	3	u	0.84	u
Nc1nnnn1/N=C/c1ccccc1OCc1ccc(Cl)cc1Cl	17	u	1.1	u
CN(C)c1ccc(C2C=C(c3ccc(Cl)cc3OC(F)F)Nc3ncnn32)cc1 (stereo not drawn)	16	u	2.8*	u
Cc1nnc(SCC(=O)N2CCC(C(=O)Nc3nccs3)CC2)n1Cc1ccccc1	5	-12	1	-4
Cn1c(=O)oc2cc(S(=O)(=O)N3CCC(C(=O)NCc4cccs4)CC3)ccc21	15	-11	0.98	4
CC(=O)Nc1ccc(S(=O)(=O)NCc2csc(-c3cccnc3)n2)cc1	11	-14	0.99	-4
O=C(CC1Nc2ccccc2NC1=O)NCC1COc2ccccc2O1 (stereo not drawn)	7	-23	1.1	-2
CC(C)c1cc(C(=O)NC2CCCCC2)no1	12	-3	0.98	5
CC(C)(C)c1cc(C(=S)N2CCN(CCO)CC2)cc(C(C)(C)C)c1O	11	-12	0.9	6
Cc1cc(NC(=O)c2cc(-c3ccco3)on2)nn1Cc1ccc(Cl)cc1	2	2	1.1	-1
(more compounds)
SMILES	Prostate diff	VLA-4 antagonist	Autofluor Jurkat	VLA-4 allo ag
CC1(C(=O)NC2CCCCCC2)CCC(=O)N1Cc1ccc2c(c1)OCO2 (stereo not drawn)	9	11	1.1	-1
COC(=O)CSC1=C(C#N)C(c2ccccc2)CC(=O)N1 (stereo not drawn)	8	-23	0.98	8
C=CCn1cc(Cl)c(=O)n(CC=C)c1=O	5	-5	1.1	2
COc1ccc(OC)c(S(=O)(=O)Nc2ccc(OCC(=O)O)cc2)c1	9	-11	1.1	3
N#Cc1nc(-c2ccco2)oc1NCc1ccco1	4	-16	1.1	1
Cc1ccc(S(=O)(=O)N2CCN(S(=O)(=O)N(C)C)CC2)cc1	17	-3	1	8
Oc1ccccc1CNc1nc2ccccc2n1CCN1CCCCC1	28	30	1.1	-22
CC(C)Oc1ccc(N2CC(C(=O)Nc3ccc4c(c3)OCO4)CC2=O)cc1 (stereo not drawn)	8	-23	1.1	-2
Cc1cc(NC(=O)CS(=O)(=O)c2cn(Cc3cccc(F)c3)c3ccccc23)no1	7	-11	1	-4
CCOC(=O)C1CCCN(C(=O)C2CCN(c3nnc(-n4cccc4)s3)CC2)C1 (stereo not drawn)	9	-9	1.1	-1
Cc1nc2sc3c(c2c(=O)o1)CCC3	20	-29	1.1	6
O=C(NCC1CCCO1)c1ccc(/C=N/O)nc1 (stereo not drawn)	11	-40	0.99	-1
CC(C)COC(=O)C1C2C=CC3(CN(C4CCCC4)C(=O)C13)O2 (stereo not drawn)	2	0	1	1
O=C1CCCC2=C1C(c1ccsc1)CC(=O)N2c1ccccc1 (stereo not drawn)	8	26	1	-2
CCc1ccc2c(CN(CC)Cc3nc4ccccc4c(=O)[nH]3)cc(=O)oc2c1	17	8	1.5	-5
COc1ccc(N2C(=O)CC(NC3CC3)C2=O)cc1 (stereo not drawn)	8	42	1	-8
O=C(NCc1ccncc1)/C(=N/O)c1ccccc1	9	-3	1	8
CC(C)(C)n1nnnc1CN(Cc1ccco1)Cc1cc2cc3c(cc2[nH]c1=O)OCO3	5	-16	0.99	-4
Cc1n[nH]c(C)c1S(=O)(=O)N1CCCC(C(=O)N2CCc3ccccc32)C1 (stereo not drawn)	17	u	1.1	u
COC(=O)c1ccccc1NC(=O)C1CCCN(c2nnc(-n3cccc3)s2)C1 (stereo not drawn)	1	7	1.1	1
CCOC(=O)C1CCCN(C(=O)CCn2nc(-c3ccccc3)ccc2=O)C1 (stereo not drawn)	4	-4	1.1	-1
O=C(c1ccco1)N1C2C=CC(C2)C1(C(F)(F)F)C(F)(F)F (stereo not drawn)	11	2	1	0
Cc1ccc2cc3cc(C(=O)NCCN4CCOCC4)oc3nc2c1	7	-4	1	3
CCOc1ccc(Cn2nnc(C(=O)Nc3cc(OC)cc(OC)c3)c2N)cc1	7	5	1.1	-8
CCN(CC)c1ccc(NC(=O)CSc2nnc(N)s2)cc1C	7	-1	1	0

3 of the entries above in order of their number in Autofluor Jurkat, ascending.
SMILES	Prostate diff	VLA-4 antagonist	Autofluor Jurkat	VLA-4 allo ag
COc1ccc(N2C(=O)CC(NC3CC3)C2=O)cc1 (stereo not drawn)	8	42	1	-8
Cc1nc2sc3c(c2c(=O)o1)CCC3	20	-29	1.1	6
CCc1ccc2c(CN(CC)Cc3nc4ccccc4c(=O)[nH]3)cc(=O)oc2c1	17	8	1.5	-5

Next section.
SMILES	Prostate diff	VLA-4 antagonist	Autofluor Jurkat	VLA-4 allo ag
C=C(C)C1Cc2c(C)nn(-c3nc(C)cc(C)n3)c2C1 (stereo not drawn)	10	54*	1	-20
O=C(Nc1c2c(nn1-c1ccc(F)cc1)CS(=O)C2)C12CC3CC(CC(C3)C1)C2 (stereo not drawn)	13	u	1.1	u
Cc1nc(N)c(C#N)c(-c2cccnc2)c1C	7	-14	1	3
COc1ccc(N2CCN(CCCNC(=O)c3cc4sccc4n3C)CC2)cc1	14	-2	1.1	-7
COc1ccc(NC(=O)CSc2nnc(CNC(=O)c3ccco3)o2)c(OC)c1	1	-13	1.1	-2
CCOC(=O)c1c(C)c(C(=O)NCC2CCCO2)c(C)n1CC (stereo not drawn)	2	-36	1.1	6
CCCCN(C(=O)NC(=O)Nc1ccccc1OCC)S(C)(=O)=O	7	1	0.93	-1
Cn1c(C(=O)N2CCN(Cc3ccccc3)CC2)cc2c(=O)n(C)c3ccccc3c21	4	-13	1.1	-3
Cc1cc(NCc2ccccc2Cl)n2nnnc2n1	3	-4	1.2	-2
Nc1nc(-c2ccc(Br)s2)c(Br)s1	6	0	1.1	0
O=C1CCn2nc(-c3ccc(Cl)cc3)cc2N1	11	-2	1	2
Clc1ccc(Nc2nc(NCCN3CCOCC3)nc(N3CCOCC3)n2)cc1	3	9	1.1	-4
O=S(=O)(Nc1cccc(C(F)(F)F)c1)c1cccnc1	8	-19	1.1	0
O=C(OCc1ccccc1F)c1ccc2c(c1)OCCO2	10	-16	0.99	8
Cn1cnc2c1c(=O)n(Cc1cccc(Br)c1)c(=O)n2C	6	2	1	4
COC(=O)c1ccccc1S(=O)(=O)N(CCCN1CCOCC1)Cc1cccs1	5	1	0.99	0
Cc1cc(C)cc(OCCCC(=O)O)c1	2	-4	1.1	0
CCOC(=O)N1CCN(C(=O)CSc2ncccn2)CC1	17	-9	0.94	3
CC(C)c1[nH]nc2c1C(c1ccc(OC(=O)c3ccco3)cc1)C(C#N)=C(N)O2 (stereo not drawn)	2	-1	0.86	6
O=C(NC1CCCC1)C1CC(=O)N(CCc2ccccc2)C1 (stereo not drawn)	1	-5	1	-1
Cn1c(=O)[nH]c(=O)c2c1nc(N1CCOCC1)n2CC(O)COc1ccc2ccccc2c1 (stereo not drawn)	14	1	1.1	-2
Cc1cc(C(=O)O)sc1C	10	-8	1.1	3
COc1ccc(NC(=O)CN2CCN(CC(=O)Nc3ccccc3F)CC2)cc1OC	3	42	0.93	0
O=C(c1ccc2c(c1)OCO2)N(c1ccc(F)cc1)C1C=CS(=O)(=O)C1 (stereo not drawn)	7	3	1	0
O=S1(=O)CC(NCc2ccccc2)C(Nc2ccc(Cl)cc2)C1 (stereo not drawn)	11	3	1.1	-8
CCOc1ccc(NC(=O)CCNS(=O)(=O)c2ccc3c(c2)c(=O)n(C)c(=O)n3C)cc1	13	-4	1.2	-4
CCOc1ccc(-n2c(SCC(N)=O)nc3c(c2=O)SCC3)cc1	6	-6	1.2	7
COc1ccc(S(=O)(=O)N2CN(Cc3ccco3)c3nc4ccccc4nc32)cc1	12	-15	1.1	2
CCOc1ccc(CCNC(=O)C2CCCN(C(=O)N(C)C)C2)cc1OCC (stereo not drawn)	6	23	0.86	6

A second format for some results above:
> Cc1nc(N)c(C#N)c(-c2cccnc2)c1C
  Prostate diff = 7	VLA-4 antagonist = -14	Autofluor Jurkat = 1	VLA-4 allo ag = 3

> CCCCN(C(=O)NC(=O)Nc1ccccc1OCC)S(C)(=O)=O
  Prostate diff = 7	VLA-4 antagonist = 1	Autofluor Jurkat = 0.93	VLA-4 allo ag = -1

> O=C(OCc1ccccc1F)c1ccc2c(c1)OCCO2
  Prostate diff = 10	VLA-4 antagonist = -16	Autofluor Jurkat = 0.99	VLA-4 allo ag = 8

> CCOc1ccc(-n2c(SCC(N)=O)nc3c(c2=O)SCC3)cc1
  Prostate diff = 6	VLA-4 antagonist = -6	Autofluor Jurkat = 1.2	VLA-4 allo ag = 7

Assay outcomes (PubChem)
